MrgX1 antag: human MrgX1 receptor antagonism, primary screen. 310,000 compounds, 1.3% hits. B-score at 10 µM. MRGX1-HEK293 calcium flux, Fluo-4, BAM8-22 antagonism; stronger effect = lower value. AID 588676;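 active = calcium-response B-score plate-corrected more than 3 library SD below zero, starting fluorescence within 5 deviations, no agonist response on first addition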;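 also: peak minus trough fluorescence over baseline after final BAM8-22 challenge near maximal dose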
TRPC4 block: inhibitors of mouse TRPC4 channel; AID 2247; Q9QUQ5; B-score at 10 µM; 300,000 compounds, 0.39% hits; HEK293 TRPC4beta/mu-opioid, DAMGO-evoked Fluo4 calcium flux; stronger effect = lower value;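 active = B-score over 3 SD under the library average, no early fluorescence shift, positive overall ratio signal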
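Assay system: TRPC4beta/mu-opioid receptor HEK293 cell line; compound dosing: single concentration per test compound; detection: Fluo4 Ca2+ flux fluorescence; evaluation: per-well B score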
HIF activator: HIF pathway transcriptional activation; U2OS HRE-luciferase reporter, luminescence; normalized: DMSO 0%, desferrioxamine 100%; activation, % at 7.5 µM (by protocol); 300,000 compounds, 0.32% hits;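 active = mean activation of at least 10% of the iron chelator positive control signal, with at least half of replicates also reaching 10%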
TRPC4 act: TRPC4 (mouse) channel activation | Q9QUQ5 | HEK293 TRPC4beta/mu-opioid, Fluo4 calcium fluorescence; stronger effect = higher value | B-score at 10 µM | 310,000 compounds, 0.49% hits | AID 2237;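 active = B-score above 5 SD of library B-scores, and initial fluorescence ratio not above library mean plus 5 SD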;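 also: positive B-score marks a calcium rise read as TRPC4 activation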
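Assay system – TRPC4beta and mu-opioid receptor HEK293 stable cells · Measured by – Fluo4 fluorescence, kinetic · Schedule – dye loading 45 min room temperature, 110 s kinetic read · Read-out – B-scored integrated calcium fluorescence ratio · Controls – buffer and maximal DAMGO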
PolyA inhibitor: blocks polyadenylation in yeast reporter cells; S. cerevisiae SKY197-pL101 polyadenylation reporter, beta-gal luminescence; efflux-impaired pdr1/pdr3 knockout yeast; score 100 = 6 SD above DMSO; calls only at 12 µM; 300,000 compounds, 0.02% hits; AID 1875;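 active = lowest replicate activity score at least 50, where 100 means six control SD above control mean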;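 also: yeast exposed to compound for 9 h at 30 °C; higher score means more reporter readthrough which indicates perturbed polyadenylation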
TRPC6 activator: mouse TRPC6 channel activation; 310,000 compounds, 0.13% hits; Q61143; HEK293-TRPC6 membrane potential dye fluorescence; stronger effect = higher value; B-score at 10 µM;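 active = B-score of the integrated fluorescence ratio above library mean plus 3 SD, and starting fluorescence ratio within library mean plus 5 SD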;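 also: higher score means more depolarization so channel activation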
Target sequence (Q61143 whole entry, looked up): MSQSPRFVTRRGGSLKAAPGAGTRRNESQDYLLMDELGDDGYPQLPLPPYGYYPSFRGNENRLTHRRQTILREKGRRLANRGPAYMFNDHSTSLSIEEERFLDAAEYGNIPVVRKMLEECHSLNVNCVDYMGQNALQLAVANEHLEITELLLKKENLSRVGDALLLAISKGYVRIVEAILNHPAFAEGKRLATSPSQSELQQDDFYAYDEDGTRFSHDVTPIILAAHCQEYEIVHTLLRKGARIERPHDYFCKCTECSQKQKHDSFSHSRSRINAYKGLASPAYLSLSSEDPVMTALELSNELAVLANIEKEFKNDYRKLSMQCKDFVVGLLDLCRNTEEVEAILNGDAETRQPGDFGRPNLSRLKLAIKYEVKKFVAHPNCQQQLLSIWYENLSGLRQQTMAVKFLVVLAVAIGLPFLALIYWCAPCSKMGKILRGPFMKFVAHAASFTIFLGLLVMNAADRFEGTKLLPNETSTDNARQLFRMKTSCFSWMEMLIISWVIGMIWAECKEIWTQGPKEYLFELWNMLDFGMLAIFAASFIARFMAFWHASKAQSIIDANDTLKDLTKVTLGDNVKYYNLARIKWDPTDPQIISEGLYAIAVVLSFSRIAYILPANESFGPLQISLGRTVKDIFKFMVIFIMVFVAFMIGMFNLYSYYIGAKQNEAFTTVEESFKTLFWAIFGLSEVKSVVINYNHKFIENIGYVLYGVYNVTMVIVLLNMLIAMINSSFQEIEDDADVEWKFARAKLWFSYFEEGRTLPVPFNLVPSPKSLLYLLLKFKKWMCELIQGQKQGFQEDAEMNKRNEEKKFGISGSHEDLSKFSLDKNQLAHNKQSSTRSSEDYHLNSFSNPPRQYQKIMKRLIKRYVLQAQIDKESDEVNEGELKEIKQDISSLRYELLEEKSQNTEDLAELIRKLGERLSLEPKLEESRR
AI-2 QS mod: modulates the Vibrio harveyi AI-2 quorum sensing system; Vibrio harveyi JMH597 AI-2 luminescence/OD600 ratio, 9 h; stronger effect = lower value; strain lacks LuxN and CqsS sensors; 0 = neutral-control median; activity change, % at 7.5 µM; 300,000 compounds, 0.4% hits; in the data active = activity change below about -75%, passing the limit was not always enough;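 also: luminescence divided by OD600 gain over 9 h not by final OD600 alone; inactives centre near 13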
MrgX1 ag: human MrgX1 receptor agonism, primary screen; Q96LB2; MrgX1-HEK293 cells, Fluo-4 calcium fluorescence, agonist mode; stronger effect = higher value; B-score at 10 µM; 310,000 compounds, 0.44% hits; AID 588627;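 active = calcium response B-score plate-corrected fluorescence ratio at least 3 library SD, with starting fluorescence B-score inside 5 SD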
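Material: MrgX1-expressing HEK293 cells / Dosing: compound as first of three additions / Incubation: overnight seeding, then 1 h dark dye loading / Signal: Fluo-4 NW calcium fluorescence / Evaluation: B-scored fluorescence response ratio / Benchmarks: positive and negative control wells on each plate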
TRPC6 inhibitor: mouse TRPC6 channel inhibition | Q61143 | HEK293-TRPC6, membrane potential dye, ACh-evoked depolarization; stronger effect = lower value | B-score at 10 µM | 310,000 compounds, 1.1% hits;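 active = B-score under library mean minus 3 SD, initial fluorescence not abnormally high, positive integrated signal ratio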;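 also: B-score derived from integrated fluorescence ratio over the kinetic read; more negative B-score means stronger inhibition of depolarization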
MrgX1 allo act: human MrgX1 positive allosteric modulation, primary screen. AID 588675. MrgX1-HEK293, Fluo-4 calcium flux, FDSS; stronger effect = higher value. 310,000 compounds, 0.63% hits. B-score at 10 µM;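 active = plate-corrected calcium response at least 3 library SD above typical, normal starting fluorescence, not activating the receptor alone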;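 also: compound read alongside a low EC10 to EC30 dose of BAM8-22 agonist; peak minus trough fluorescence over baseline measured at the second addition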
TRPC4 PAM: allosteric potentiators of mouse TRPC4 channel; 310,000 compounds, 0.42% hits; B-score at 10 µM; HEK293 TRPC4beta/mu-opioid, DAMGO EC20, Fluo-4 Ca2+ flux; stronger effect = higher value; Q9QUQ5;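 active = B-score of calcium response area above 5 SD of library B-scores, with initial fluorescence ratio within 5 SD of library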;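 also: B-score of integrated fluorescence ratio over time as area under calcium response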
* = called active by the depositor; i = inactive; / = no result given. These rows are one share of the data, so the mix of outcomes need not match the whole.

SMILES | MrgX1 antag | TRPC4 block | HIF activator | TRPC4 act | PolyA inhibitor | TRPC6 activator | AI-2 QS mod | MrgX1 ag | TRPC6 inhibitor | MrgX1 allo act | TRPC4 PAM
Cc1ccc2c(c1)N(C(=O)CCC(=O)NCc1cccc(F)c1)CCO2 | i | i | -0.2 | i | i | i | 11 | i | i | i | i
CCn1cc(C(=O)N[C@@H](C)C(=O)NCCO)c(=O)c2cc3c(cc21)OCO3 | i | i | -4.7 | i | i | i | 12 | i | i | i | i
CCOc1ccc(N(CC(=O)NCCSCc2ccc(C)cc2)S(C)(=O)=O)cc1 | i | i | 2.4 | i | i | i | 23 | i | i | i | i
Cc1cccc(-c2noc(C(C)NC(=O)c3ccco3)n2)c1 (configuration not stated) | i | i | -0.2 | i | i | i | -20 | i | i | i | i
O=C(c1ccccc1)c1nnc(-c2ccncc2)o1 | i | i | 0.1 | i | i | i | 27 | i | i | i | i
CC(C1CC2CCC1C2)n1c(COc2ccccc2F)nnc1SCC(N)=O (configuration not stated) | i | i | -0.3 | i | i | i | 5 | i | i | i | i
Cc1ccnc(NS(=O)(=O)c2ccc(NC(=O)C3CCCNC3=O)cc2)n1 (configuration not stated) | i | i | -0.5 | i | i | i | 16 | i | i | i | i
O=C(O)CCC1(CCC(=O)O)c2ccccc2-c2ccccc21 | i | i | 0.9 | i | i | i | 2 | i | i | i | i
CC(C)C(O)C1CCN(Cc2nc(-c3cccs3)no2)CC1 (configuration not stated) | i | i | 3.3 | i | i | i | 0 | i | i | i | i
O=C(Nc1ccc(N2CCN(C(=O)c3cccs3)CC2)c(Cl)c1)c1cccnc1 | i | i | 0.3 | i | i | i | 20 | i | i | i | i
CN1CCN(CCc2nc3cc(NC(=O)COc4ccccc4)ccc3n2C)CC1 | i | i | -0.4 | i | i | i | 9 | i | i | i | i
Cc1cc2c(cc1S(=O)(=O)C(C)CC(=O)NCc1ccco1)OCC(=O)N2 (configuration not stated) | i | i | -0.2 | i | i | i | 22 | i | i | i | i
CC(C)C(C)(C#N)NC(=O)CSc1nnc(C(F)(F)F)n1C (configuration not stated) | i | i | 0.5 | i | i | i | 17 | i | i | i | i
CC(C)c1ccc(NC(=S)NN2C(C)CCCC2C)cc1 (configuration not stated) | i | i | 0.2 | i | i | i | 12 | i | i | i | i
C(#CC1CCCCC1)c1ccc2c(c1)COc1c3ccccc3nn1-2 | i | i | 1.4 | i | i | i | 9 | i | i | i | i
CC12COC3(C(=O)Nc4ccc5ccccc5c4)CC1CCC32C (configuration not stated) | i | i | 1.4 | i | i | i | 8 | i | i | 17* | i
CN1CCN(c2nc(-c3ccncc3)nc3ccccc23)CC1 | i | i | -0.1 | i | i | i | 28 | i | i | i | i
O=C(NC1CCCCCC1)C1CCN(C(=O)c2cccc(Cl)c2)CC1 | i | i | 0.0 | i | i | i | 3 | i | i | i | i
COC(=O)C1(Cc2ccc(O)c(CC3OC3(C)C)c2)OC(=O)C(O)=C1c1ccc(O)cc1 (configuration not stated) | i | i | 0.4 | i | i | i | 10 | i | i | i | i
CCOC(=O)C1=NOC2C3CC(C12)C1C(=O)N(CCc2ccc(OC)c(OC)c2)C(=O)C31 (configuration not stated) | i | i | 0.1 | i | i | i | 9 | i | i | i | i
[O-]/C(=C(\C(=S)Nc1ccc(SC(F)F)cc1)[n+]1cccc(CO)c1)c1ccc(Cl)s1 | i | i | 1.0 | i | i | i | 28 | i | i | i | i
O=C1CN(C(=O)COC(=O)c2cnc(Cl)c(Cl)c2)c2ccccc2N1 | i | i | -0.7 | i | i | i | 26 | i | i | i | i
Cc1c(Cl)cccc1NC(=S)NCc1ccc(Cl)cc1 | i | i | -0.3 | i | i | i | 9 | i | i | i | i
COc1c(C)cc(C(=O)C2CCCN(C(=O)c3cc(C)on3)C2)cc1C (configuration not stated) | i | i | 0.2 | i | i | i | 21 | i | i | i | i
COc1cc(NC(=O)CNC(=O)Cn2c(C)cc3ccccc3c2=O)cc(OC)c1OC | i | i | -0.9 | i | i | i | 3 | i | i | i | i
CCc1ccc2[nH]c(=O)c(C(c3nnnn3Cc3ccccc3)N3CCOCC3)cc2c1 (configuration not stated) | i | i | 0.9 | i | i | i | 6 | i | i | i | i
O=C(CCc1ccccc1)NNC(=S)NCCc1ccccc1 | i | i | -0.8 | i | i | i | 26 | i | i | i | i
O=C(CN1CCN(Cc2ccccc2)CC1)Nc1ccccc1-c1ccccc1 | i | i | -0.1 | i | i | i | 38 | i | i | i | i
COC(=O)c1ccc(Cl)c(NC(=O)NC23CC4CC(CC(C4)C2)C3)c1 | i | i | -1.6 | i | i | i | 4 | i | i | i | i
COc1ccc(S(=O)(=O)NCc2ccccc2Cl)cc1OC | i | i | 0.1 | i | i | i | 3 | i | i | i | i
CCN(CC)CCCNc1ncnc2scc(-c3ccc(F)cc3)c12 | i | i | 0.5 | i | i | i | 5 | i | i | i | i
Cc1onc(-c2c(F)cccc2Cl)c1C(=O)OCN1C(=O)c2ccccc2C1=O | i | i | 0.0 | i | i | i | 9 | i | i | i | i
Cc1ccc(NC(=O)C2CC2c2ccccc2)c([N+](=O)[O-])c1 (configuration not stated) | i | i | 1.3 | i | / | i | 8 | i | i | i | i
CC1(c2ccccc2)NC(=O)N(CC(=O)Nc2cc(Cl)ccc2N2CCOCC2)C1=O (configuration not stated) | i | i | -0.1 | i | i | i | 20 | i | i | i | i
O=C1N[C@@H](Cc2cn(S(=O)(=O)c3ccc(F)cc3)c3ccccc23)C(=O)N[C@H]1Cc1ccccc1 | i | i | -1.5 | i | i | i | 13 | i | i | i | i
CCCNS(=O)(=O)c1ccc(OCC(=O)Nc2ccccc2F)cc1 | i | i | 0.1 | i | i | i | 28 | i | i | i | i
CN(C)C(=O)CSc1nnc2sc3ccccc3n12 | i | i | 0.4 | i | i | i | 23 | i | i | i | i
CC(C)[C@H](NC(=O)[C@H]1N2C(=O)c3ccccc3C2SC1(C)C)C(=O)NCc1ccco1 (some centres not stated) | i | i | -0.4 | i | i | i | 7 | i | i | i | i
CC(C)Oc1ccc(C2CNC(=O)C2)cc1 (configuration not stated) | i | i | 0.1 | i | i | i | 20 | i | i | i | i
COc1ccccc1-n1nc(C(=O)O)c2ccccc2c1=O | i | i | 0.0 | i | i | i | 10 | i | i | i | i

Overlap with the part before: five entries, followed by the next part.
SMILES | MrgX1 antag | TRPC4 block | HIF activator | TRPC4 act | PolyA inhibitor | TRPC6 activator | AI-2 QS mod | MrgX1 ag | TRPC6 inhibitor | MrgX1 allo act | TRPC4 PAM
CCCNS(=O)(=O)c1ccc(OCC(=O)Nc2ccccc2F)cc1 | i | i | 0.1 | i | i | i | 28 | i | i | i | i
CN(C)C(=O)CSc1nnc2sc3ccccc3n12 | i | i | 0.4 | i | i | i | 23 | i | i | i | i
CC(C)[C@H](NC(=O)[C@H]1N2C(=O)c3ccccc3C2SC1(C)C)C(=O)NCc1ccco1 (some centres not stated) | i | i | -0.4 | i | i | i | 7 | i | i | i | i
CC(C)Oc1ccc(C2CNC(=O)C2)cc1 (configuration not stated) | i | i | 0.1 | i | i | i | 20 | i | i | i | i
COc1ccccc1-n1nc(C(=O)O)c2ccccc2c1=O | i | i | 0.0 | i | i | i | 10 | i | i | i | i
CCOC(=O)N1CCN(c2cc(N(C)CCO)c([N+](=O)[O-])c3nonc23)CC1 | / | i | -0.1 | i | i | i | 2 | / | i | / | i
C/C(=N/NC(=O)c1ccccc1)c1ccc(NC(=O)C(F)(F)F)cc1 | i | i | 1.1 | i | i | i | 9 | i | i | i | i
O=C(Nc1cccc(S(=O)(=O)NC2=NCCC2)c1)c1c(F)cccc1Cl | i | i | -0.4 | i | i | i | 0 | i | i | i | i
COc1ccc(CNCCC(c2ccc(OC(C)C)cc2)c2ccccc2OC)cc1OC (configuration not stated) | i | i | -6.0 | i | i | i | 5 | i | i | i | i
O=C(N1CCCCC1)C12CC3CC(C1)CC(C(=O)N1CCCCC1)(C3)C2 | i | i | -0.1 | i | i | i | 12 | i | i | i | i
O=C(O)CCS(=O)(=O)Cc1cccc(Cl)c1 | i | i | -0.1 | i | i | i | / | i | i | i | i
O=C(Nc1ccccc1)C(=O)c1cn(CC(=O)N2CCCCC2)c2ccccc12 | i | i | 1.0 | i | i | i | 60 | i | i | i | i
CNC(=O)CS(=O)(=O)CC(=O)Nc1cc(OC(C)C)c(Cl)cc1Cl | i | i | 0.3 | i | i | i | 12 | i | i | i | i
COc1cccc(-c2nnn(CCc3nn[nH]n3)n2)c1 | i | i | -0.2 | i | i | i | 19 | i | i | i | i
COc1cc(-c2noc(CCC(=O)Nc3cccnc3)n2)cc(OC)c1OC | i | i | 0.0 | i | i | i | 28 | i | i | i | i
CCOC(=O)c1cc(-c2ccc(C)c([N+](=O)[O-])c2)nc2c1c(=O)n(C)c(=O)n2C | i | i | 0.5 | i | i | i | 29 | i | i | i | i
O=C(CN1C(=O)/C(=C/c2ccccc2F)Sc2ccccc21)N1CCN(c2ccccn2)CC1 | i | i | -0.1 | i | i | i | 13 | i | i | i | i
CCc1noc(C)c1C(=O)NCCc1ccc(Cl)cc1 | i | i | -0.2 | i | i | i | 14 | i | i | i | i
Cc1nn(-c2ccc(F)cc2)c(Cl)c1/C=N/NC(=O)c1ccc(O)cc1 | i | i | 1.5 | i | i | i | 13 | i | i | i | i
O=C(CN1CCOCC1)N/N=C/c1cc2ccccc2nc1Cl | i | i | -0.1 | i | i | i | 13 | i | i | i | i
COc1ccc(CCNC(=O)CCC(=O)N2CC(C)Oc3ccc(Cl)cc32)cc1OC (configuration not stated) | i | i | 0.0 | i | i | i | 9 | i | i | i | i
COC(=O)Nc1ccc(C)cc1NC(=O)OC | i | i | 0.1 | i | i | i | 2 | i | i | i | i
CNC(=S)Nc1cc2oc3ccccc3c2cc1OC | i | i | 1.6 | i | i | i | 19 | i | i | i | i

Source: PubChem
